DT40 TDP1 no CPT: qHTS for Inhibitors of human tyrosyl-DNA phosphodiesterase 1 (TDP1): qHTS in cells in absence of CPT; DT40 Tdp1-/- hTDP1 cells, no CPT, ATP luminescence, 48 h; AID 686978, 2013; 15% of 420,000 active; Potency, µM (titrated, usually from 46.2 µM), without a hit: at the highest dose activity change, negative = growth inhibition, actives largely listed as inhibitors; further: nearly all actives have a fitted effect of over 55% in size
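Stably hTDP1-transfected Tdp1-null chicken DT40 cells were treated with library compounds minus camptothecin and grown for at least 48 hr at 37 °C, after which cellular ATP was quantified by luminescence.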
DT40 TDP1 CPT: DT40-hTDP1 cell growth loss with CPT | chicken DT40 Tdp1-/-;hTDP1 cells + 20 nM CPT, ATP luminescence, 48 h | Potency, µM (doses to about 46.2 µM), inactives show at the highest dose activity change, negative = growth inhibition, most hits filed as inhibitors | 12% of 420,000 active | AID 686979; further: nearly all actives have a fitted effect of over 55% in size
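Chicken DT40 Tdp1-/- cells complemented with human TDP1, 400 cells/well, exposed to compounds plus 20 nM camptothecin for at least 48 h at 37 C; viability read as ATP content by CellTiter-Glo luminescence.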
GCN5L2 inh: blocks human GCN5L2 histone acetyltransferase. Q92830. GCN5L2 HAT assay, ThioGlo1 CoA-SH fluorescence. Potency, µM (series often up to 58.9 µM), for the others: top-dose activity change, negative = inhibition, most hits filed as inhibitors. 0.21% of 390,000 active
Target sequence (Q92830 whole entry, looked up): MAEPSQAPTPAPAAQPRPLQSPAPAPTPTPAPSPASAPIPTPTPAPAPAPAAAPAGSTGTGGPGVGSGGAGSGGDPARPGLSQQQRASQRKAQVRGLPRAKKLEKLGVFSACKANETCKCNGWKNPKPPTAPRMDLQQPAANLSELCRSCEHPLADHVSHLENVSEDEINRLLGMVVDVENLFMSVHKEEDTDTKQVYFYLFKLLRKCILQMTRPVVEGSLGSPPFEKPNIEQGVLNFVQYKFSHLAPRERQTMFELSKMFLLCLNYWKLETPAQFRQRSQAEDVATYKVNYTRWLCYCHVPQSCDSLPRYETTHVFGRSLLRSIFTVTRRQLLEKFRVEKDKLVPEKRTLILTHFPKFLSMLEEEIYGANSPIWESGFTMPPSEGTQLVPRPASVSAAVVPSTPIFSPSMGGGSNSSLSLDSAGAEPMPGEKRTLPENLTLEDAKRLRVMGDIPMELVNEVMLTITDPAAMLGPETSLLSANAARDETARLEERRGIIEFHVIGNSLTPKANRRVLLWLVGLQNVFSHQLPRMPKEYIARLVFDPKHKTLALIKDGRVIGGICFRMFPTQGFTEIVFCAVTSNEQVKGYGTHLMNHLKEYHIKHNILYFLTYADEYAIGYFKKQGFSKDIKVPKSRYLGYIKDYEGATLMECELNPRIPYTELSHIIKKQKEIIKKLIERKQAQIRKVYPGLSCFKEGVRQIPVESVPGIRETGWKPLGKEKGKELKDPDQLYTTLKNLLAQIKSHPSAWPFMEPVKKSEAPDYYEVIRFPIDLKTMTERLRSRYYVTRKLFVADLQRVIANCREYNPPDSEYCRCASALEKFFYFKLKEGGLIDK
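ThioGlo1-coupled HAT assay: 20nM GCN5L2, 70uM acetyl-CoA, 75uM H3(1-25) peptide, pH 7.5. Fluorescence read at 340/540nm at start and after 20 min at room temperature.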
An asterisk follows results filed as active. The call rests on the fitted dose curve; in most records, active means well fitted curve in the direction sought with a large enough effect; inconclusive means small, poorly fitted or top-dose-only effect, or another doubt; inactive means no such curve, though single readings can be large; an effect the other way counts as inactive or inconclusive. On the % scale 0 is the no-effect control and ±100 the full control effect; potency means the concentration at half of the fitted maximal effect. An excerpt. The share of hits here may be higher or lower than overall.

`NC(=O)CSc1nnc(-c2ccoc2)o1` gave DT40 TDP1 no CPT -8%, DT40 TDP1 CPT -15% and GCN5L2 inh -2%.
`CCN(C(=O)CSc1nc(N)cc(=O)[nH]1)C1CCS(=O)(=O)C1` (centres undefined) gave DT40 TDP1 no CPT 23%, DT40 TDP1 CPT -4% and GCN5L2 inh -3%.
Screening COc1ccc(/C=N/Nc2nc(Nc3ccccc3)nc(N3CCCCC3)n2)c(OC)c1 returned DT40 TDP1 no CPT 21µM*, DT40 TDP1 CPT inconclusive and GCN5L2 inh -2%.
For Cc1cc(C)c(C(N)=O)c(NC(=O)Nc2ccccc2)n1 the results were DT40 TDP1 no CPT -3%, DT40 TDP1 CPT 1% and GCN5L2 inh 7%.
Screening COc1ccc(F)cc1S(=O)(=O)n1cc(C)nc1-c1ccccc1 returned DT40 TDP1 no CPT inconclusive, DT40 TDP1 CPT inconclusive and GCN5L2 inh 2%.
`COc1ccc(CC/C(C)=N\NC(N)=O)cc1` gave DT40 TDP1 no CPT -17%, DT40 TDP1 CPT 4% and GCN5L2 inh -3%.
`Cc1ccc(OCCCN(C)C)c(Br)c1` gave DT40 TDP1 no CPT -22%, DT40 TDP1 CPT -25% and GCN5L2 inh -5%.
Screening CCOc1ccc(NC(=O)c2ccc(NC(=O)N3CCSc4ncccc43)cc2)cc1 returned DT40 TDP1 no CPT -29%, DT40 TDP1 CPT -20% and GCN5L2 inh -3%.
Cc1cccc(NS(=O)(=O)c2cc3c(cc2C)NC(=O)CO3)c1 was read as DT40 TDP1 no CPT inconclusive, DT40 TDP1 CPT inconclusive and GCN5L2 inh inconclusive.
For Cc1ccc(/C=N/NC(=O)c2cc(C)oc2C)cc1 the results were DT40 TDP1 no CPT 16µM*, DT40 TDP1 CPT 23µM* and GCN5L2 inh -10%.
Screening O=C1NN(c2ccccc2)C(=O)/C1=C/c1ccc(Sc2cccc3ccccc23)o1 returned DT40 TDP1 no CPT -3%, DT40 TDP1 CPT -3% and GCN5L2 inh 0%.
`CC(=O)Nc1ccc2c(c1)nc(CCNC(=O)c1ccco1)n2C` gave DT40 TDP1 no CPT 10%, DT40 TDP1 CPT -4% and GCN5L2 inh 1%.
COc1cc(CNc2ncnc3c2ncn3[C@H]2CN(Cc3ccc(C(=O)O)cc3)C[C@@H](CO)O2)cc(OC)c1OC was read as DT40 TDP1 no CPT 10% and DT40 TDP1 CPT 1%.
O=C1NCCn2ccc(=O)cc21 was read as DT40 TDP1 no CPT 0%, DT40 TDP1 CPT 4% and GCN5L2 inh 0%.
`O=C(Nc1cccc(NC(=O)c2cccc(Cl)c2)c1)c1cccnc1` gave DT40 TDP1 no CPT inconclusive, DT40 TDP1 CPT inconclusive and GCN5L2 inh -7%.
For O=C(O)c1ccccc1-c1ccccc1C(=O)Nc1nccs1 the results were DT40 TDP1 no CPT 4%, DT40 TDP1 CPT -16% and GCN5L2 inh -7%.
`NC(=O)C1CC(=O)N(c2ccc(OCc3ccc(Cl)c(Cl)c3)cc2)C1` (centres undefined) gave DT40 TDP1 no CPT inconclusive and DT40 TDP1 CPT 23µM*.
CCCN(CCC)C(=O)Cn1c(=O)n(-c2cccc(OC)c2)c(=O)c2c3c(sc21)CCCC3 was read as DT40 TDP1 no CPT inconclusive, DT40 TDP1 CPT inconclusive and GCN5L2 inh -3%.
COc1nc(=O)n(C2C=CC(=O)O2)cc1F (centres undefined) was read as DT40 TDP1 no CPT 2.3µM* and DT40 TDP1 CPT 2.3µM*.
CC1CN(C2CCN(S(=O)(=O)Cc3ccccc3)CC2)CC(C)O1 (centres undefined) was read as DT40 TDP1 no CPT -18%, DT40 TDP1 CPT 9% and GCN5L2 inh 2%.
CCn1c(=O)c2cc(C(=O)Nc3ccc(OC)cc3OC)sc2c2ccccc21 was read as DT40 TDP1 no CPT -5%, DT40 TDP1 CPT -13% and GCN5L2 inh -22%.
`Cc1cc(Cl)ccc1OC(C)C(=O)Nc1ccccc1N1CCOCC1` (centres undefined) gave DT40 TDP1 no CPT inconclusive, DT40 TDP1 CPT inconclusive and GCN5L2 inh -10%.
CCOC(=O)C1=CCN(S(=O)(=O)c2ccccc2F)C1c1ccc(Cl)cc1 (centres undefined) was read as DT40 TDP1 no CPT inconclusive and DT40 TDP1 CPT inconclusive.
`CCOC(=O)c1c(NC(=O)c2noc3c2CC(C(C)(C)C)CC3)sc2c1CCCC2` (centres undefined) gave DT40 TDP1 no CPT -6%, DT40 TDP1 CPT -14% and GCN5L2 inh inconclusive.
Screening Cc1cccc(N=C2NC(=O)/C(=C/c3cccs3)S2)c1 returned DT40 TDP1 no CPT inconclusive, DT40 TDP1 CPT 11% and GCN5L2 inh -18%.
COc1ccc(S(=O)(=O)N(C)C)cc1NCC(=O)Nc1ccc(Br)c(C)c1 was read as DT40 TDP1 no CPT 18µM*, DT40 TDP1 CPT inconclusive and GCN5L2 inh 2%.
For COC(=O)c1c(NC(=O)C(=O)NCCCN2CCOCC2)sc2c1CCC2 the results were DT40 TDP1 no CPT -10%, DT40 TDP1 CPT inconclusive and GCN5L2 inh -8%.
Screening COCC(=O)N1CCC2(CC1)CN(c1ccccc1)C2 returned DT40 TDP1 no CPT -17%, DT40 TDP1 CPT inconclusive and GCN5L2 inh 2%.
Screening CCOc1ccc(-n2cnnn2)cc1S(=O)(=O)N1CCC(C)CC1C (centres undefined) returned DT40 TDP1 no CPT -22%, DT40 TDP1 CPT -6% and GCN5L2 inh 2%.
CC(C)(C)c1csc(NC(=O)c2ccc(Cl)s2)n1 was read as DT40 TDP1 no CPT inconclusive, DT40 TDP1 CPT inconclusive and GCN5L2 inh -21%.
Screening COc1ccccc1N1CCN(CC(O)COc2ccc(Cl)c(C)c2)CC1 (centres undefined) returned DT40 TDP1 no CPT inconclusive, DT40 TDP1 CPT inconclusive and GCN5L2 inh -1%.
`COc1cc(C(=O)N2CCN(C(=O)C3COc4ccccc4O3)CC2)cc(OC)c1OC` (centres undefined) gave DT40 TDP1 no CPT 21%, DT40 TDP1 CPT -14% and GCN5L2 inh -1%.
Screening Cc1ccc(-n2ncc(C(=O)NCCCN3CCCCC3)c2C2CCN(C(=O)OC(C)(C)C)CC2)c(C)c1 returned DT40 TDP1 no CPT inconclusive, DT40 TDP1 CPT inconclusive and GCN5L2 inh 5%.
Screening O=C(N[C@@H](Cc1ccc(O)cc1)C(=O)O)c1ccc(C(F)(F)F)cc1 returned DT40 TDP1 no CPT 0%, DT40 TDP1 CPT 3% and GCN5L2 inh 2%.
For Cc1ccc(Nc2cnn(C34CC5CC(CC(CC(=O)O)(C5)C3)C4)c(=O)c2Cl)c(Cl)c1 the results were DT40 TDP1 no CPT 0%, DT40 TDP1 CPT -10% and GCN5L2 inh -3%.
CCc1ccc(OCC(=O)NNC(=O)c2nn(CC)c(=O)c3ccccc23)cc1 was read as DT40 TDP1 no CPT -1%, DT40 TDP1 CPT 0% and GCN5L2 inh 5%.

Sorted by length of the SMILES (ascending): three of the compounds above
CC(C)(C)c1csc(NC(=O)c2ccc(Cl)s2)n1 was read as DT40 TDP1 no CPT inconclusive, DT40 TDP1 CPT inconclusive and GCN5L2 inh -21%.
CCc1ccc(OCC(=O)NNC(=O)c2nn(CC)c(=O)c3ccccc23)cc1 was read as DT40 TDP1 no CPT -1%, DT40 TDP1 CPT 0% and GCN5L2 inh 5%.
COc1ccc(S(=O)(=O)N(C)C)cc1NCC(=O)Nc1ccc(Br)c(C)c1 was read as DT40 TDP1 no CPT 18µM*, DT40 TDP1 CPT inconclusive and GCN5L2 inh 2%.

Further records follow.
For COc1cc(CN(C(=O)c2oc3ccccc3c2C)C2CCS(=O)(=O)C2)cc(OC)c1OC (centres undefined) the results were DT40 TDP1 no CPT inconclusive, DT40 TDP1 CPT inconclusive and GCN5L2 inh -2%.
CC(=O)Nc1ccc(NS(=O)(=O)c2ccc(-c3cnc(C4CC4)o3)cc2)cc1 was read as DT40 TDP1 no CPT 6%, DT40 TDP1 CPT -26% and GCN5L2 inh -26%.
Screening Cc1ccccc1C1CC(c2cccs2)Nc2nnnn21 (centres undefined) returned DT40 TDP1 no CPT 6.5µM*, DT40 TDP1 CPT -7% and GCN5L2 inh 13%.
Cc1ccccc1-c1nc2c3c(-c4ccccc4)c(-c4ccccc4)oc3ncn2n1 was read as DT40 TDP1 no CPT -7%, DT40 TDP1 CPT 4% and GCN5L2 inh -5%.
Screening CCCCCCC1(C)NC(c2ccc3c(c2)OCO3)=CC(c2ccccc2O)N1 (centres undefined) returned DT40 TDP1 no CPT 16µM* and DT40 TDP1 CPT inconclusive.
Screening COc1ccc(-c2ccc3c(N)c(C(=O)NCc4ccc(Cl)cc4)sc3n2)cc1 returned DT40 TDP1 no CPT 15µM*, DT40 TDP1 CPT inconclusive and GCN5L2 inh 20µM*.
Screening COc1cc(C(=O)NCCc2ccc(F)cc2)c([N+](=O)[O-])cc1OC returned DT40 TDP1 no CPT inconclusive, DT40 TDP1 CPT inconclusive and GCN5L2 inh -2%.
Screening CSc1ccc(CNC(=O)C2(C)CCCN(C(C)=O)C2)cc1 (centres undefined) returned DT40 TDP1 no CPT 0% and DT40 TDP1 CPT -14%.
`CC1CN(C(=O)c2ccc(S(=O)(=O)Nc3ccccc3Cl)cc2)CC(C)O1` (centres undefined) gave DT40 TDP1 no CPT -27%, DT40 TDP1 CPT 5% and GCN5L2 inh inconclusive.
Cc1cc(OCC(=O)NCCc2cccc(F)c2)c2c(C)cc(=O)oc2c1 was read as DT40 TDP1 no CPT 20%, DT40 TDP1 CPT 1% and GCN5L2 inh -18%.
`Nc1c(C(=O)c2cccs2)oc2ccccc12` gave DT40 TDP1 no CPT -20%, DT40 TDP1 CPT 15% and GCN5L2 inh 0%.
Cc1cc(C)c(C)c(S(=O)(=O)N(C)C2CCN(C)CC2)c1C was read as DT40 TDP1 no CPT 16µM*, DT40 TDP1 CPT 23µM* and GCN5L2 inh -3%.

Of the compounds above, 4 have an aryl thioether with sulfur outside any ring:
`NC(=O)CSc1nnc(-c2ccoc2)o1` gave DT40 TDP1 no CPT -8%, DT40 TDP1 CPT -15% and GCN5L2 inh -2%.
`CCN(C(=O)CSc1nc(N)cc(=O)[nH]1)C1CCS(=O)(=O)C1` (centres undefined) gave DT40 TDP1 no CPT 23%, DT40 TDP1 CPT -4% and GCN5L2 inh -3%.
Screening O=C1NN(c2ccccc2)C(=O)/C1=C/c1ccc(Sc2cccc3ccccc23)o1 returned DT40 TDP1 no CPT -3%, DT40 TDP1 CPT -3% and GCN5L2 inh 0%.
Screening CSc1ccc(CNC(=O)C2(C)CCCN(C(C)=O)C2)cc1 (centres undefined) returned DT40 TDP1 no CPT 0% and DT40 TDP1 CPT -14%.

The list goes on:
Screening Cc1ccccc1CN1[C@@H](C(C)C)COCCS1(=O)=O returned DT40 TDP1 no CPT -7% and DT40 TDP1 CPT -8%.
For CCNC(=S)N1CCN(S(=O)(=O)c2ccc(C)cc2)CC1 the results were DT40 TDP1 no CPT -6%, DT40 TDP1 CPT -1% and GCN5L2 inh 2%.
For COc1cc(C2NC(=S)NC3=C2CCc2ccccc23)cc(OC)c1OC (centres undefined) the results were DT40 TDP1 no CPT inconclusive, DT40 TDP1 CPT -12% and GCN5L2 inh -3%.
Screening Fc1ccc(Oc2cnc3ccccc3n2)cc1 returned DT40 TDP1 no CPT -24%, DT40 TDP1 CPT -2% and GCN5L2 inh -3%.
For O=C(CSc1nnc(CNC(=O)c2c(F)cccc2F)o1)NCCc1ccccc1 the results were DT40 TDP1 no CPT 11%, DT40 TDP1 CPT 5% and GCN5L2 inh -6%.
For CC1=C(C(=O)N2CCCCCC2)CC(CC(=O)NCCc2ccccn2)C(=O)N1Cc1ccc(F)cc1 (centres undefined) the results were DT40 TDP1 no CPT inconclusive and DT40 TDP1 CPT -25%.
`O=C(CC(=O)Nc1cccnc1)Nc1cccnc1` gave DT40 TDP1 no CPT 14%, DT40 TDP1 CPT 12% and GCN5L2 inh 1%.
`O=C(c1ccc(NS(=O)(=O)c2ccc3[nH]c(=O)[nH]c3c2)cc1)N1CCCCC1` gave DT40 TDP1 no CPT 0%, DT40 TDP1 CPT 6% and GCN5L2 inh -4%.
Screening N#Cc1c(Nc2ccccc2)s[nH]c1=O returned DT40 TDP1 no CPT 8.2µM*, DT40 TDP1 CPT 8.2µM* and GCN5L2 inh -5%.
O=C(Nc1ccc(S(=O)(=O)Nc2cnc3ccccc3n2)cc1)c1ccc(Br)o1 was read as DT40 TDP1 no CPT inconclusive, DT40 TDP1 CPT -28% and GCN5L2 inh -18%.
CC(C)(C)NC(=O)c1cnn2c1NC(c1ccc(F)cc1)CC2C(F)(F)F (centres undefined) was read as DT40 TDP1 no CPT -6%, DT40 TDP1 CPT -3% and GCN5L2 inh 0%.
Screening CC1CC=C(O)C12OCC(C)(C)CO2 (centres undefined) returned DT40 TDP1 no CPT 3% and DT40 TDP1 CPT 4%.

Screens: PubChem BioAssay, National Center for Advancing Translational Sciences (NCATS)
